ALOX12 inhib – inhibitors of human 12-lipoxygenase (ALOX12); P18054; purified 12-hLO, xylenol orange hydroperoxide absorbance; Potency, µM (doses to about 57.1 µM), for inactives: at the top dose activity change, negative = inhibition, most hits filed as inhibitors; actives 0.12% (n = 150,000); note: potency is the fitted concentration of half-maximal effect; nearly all actives have a fitted effect of over 55% in size; many of its hits are not listed in these tables
Target sequence (P18054 whole entry, looked up): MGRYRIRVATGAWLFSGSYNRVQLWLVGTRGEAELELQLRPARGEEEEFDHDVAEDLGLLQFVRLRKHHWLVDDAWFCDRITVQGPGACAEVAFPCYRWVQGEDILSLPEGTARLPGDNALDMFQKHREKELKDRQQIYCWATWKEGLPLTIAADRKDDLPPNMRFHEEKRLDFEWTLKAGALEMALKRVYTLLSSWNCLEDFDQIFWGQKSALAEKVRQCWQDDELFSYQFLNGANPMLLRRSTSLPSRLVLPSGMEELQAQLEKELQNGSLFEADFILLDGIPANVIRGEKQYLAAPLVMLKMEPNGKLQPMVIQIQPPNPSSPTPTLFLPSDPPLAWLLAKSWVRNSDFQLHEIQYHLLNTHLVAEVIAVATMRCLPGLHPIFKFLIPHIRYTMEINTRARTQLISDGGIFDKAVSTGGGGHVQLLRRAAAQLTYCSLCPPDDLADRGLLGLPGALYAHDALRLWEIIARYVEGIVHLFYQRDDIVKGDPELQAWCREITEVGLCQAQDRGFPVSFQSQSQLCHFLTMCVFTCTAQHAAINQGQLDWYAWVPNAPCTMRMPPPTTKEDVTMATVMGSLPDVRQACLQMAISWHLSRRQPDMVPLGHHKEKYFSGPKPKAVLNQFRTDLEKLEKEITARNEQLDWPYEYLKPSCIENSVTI
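Hydroperoxide formation by human 12-lipoxygenase from 40 uM arachidonic acid was followed colorimetrically via ferric-xylenol orange complex, using the 573/405 nm absorbance ratio. Enzyme concentration was 150 nM, with 30 min reaction at room temperature.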
15-hLO-2 inh – 15-hLO-2 (ALOX15B) enzyme inhibition; purified 15hLO-2, xylenol orange hydroperoxide absorbance; actives 0.56% (n = 110,000); Potency, µM (doses to about 57.1 µM), for the others: top-dose activity change, negative = inhibition, usual class: inhibitors; note: potency is the fitted concentration of half-maximal effect; nearly all actives have a fitted effect of over 60% in size; many of its hits are not listed in these tables
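Screening format was qHTS against 50 nM purified 15hLO-2 in Hepes pH 7.5 with detergent. Activity follows hydroperoxide formation from 45 uM arachidonic acid, measured as 573:405 nm absorbance ratio of the ferric-xylenol orange complex.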
IMPase inh – IMPase inhibition in cells. P97697. CHO-M1 cells, IP1 accumulation, HTRF TR-FRET ratio. inhibition (IP1 accumulation), % at 46.1 µM. 120,000 tested, under 10 active; active = well fitted curve in the direction sought with a large enough effect in the signal ratio, not every such curve was filed as active; inconclusive = small, poorly fitted or top-dose-only effect, or a change in a side signal; inactive = no such curve, though single readings can be large or run the other way; the % refers to the signal ratio;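 note: cells stimulated with carbachol in lithium chloride buffer; plate controls were DMSO basal wells for no effect and reference inhibitor wells for full effect; higher means more IMPase inhibition seen as more IP1 and lower FRET ratio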
Target sequence (P97697 whole entry, looked up): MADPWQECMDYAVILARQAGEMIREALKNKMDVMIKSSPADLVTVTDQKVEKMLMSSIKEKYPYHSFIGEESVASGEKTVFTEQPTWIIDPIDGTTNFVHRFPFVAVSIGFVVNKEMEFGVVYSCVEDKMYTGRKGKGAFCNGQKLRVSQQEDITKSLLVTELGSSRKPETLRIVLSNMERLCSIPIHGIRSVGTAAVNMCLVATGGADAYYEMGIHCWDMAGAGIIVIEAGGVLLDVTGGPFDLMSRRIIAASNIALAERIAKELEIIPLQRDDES
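In this qHTS, compounds (final up to 46 uM) act on CHO-M1 cells that are then activated through the M1 receptor with carbachol, in pH 7.4 buffer containing 50 mM LiCl, for 30 min. IP1 accumulation is quantified by the IP-One immunoassay.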
PNC inhibitor – inhibitors of perinucleolar compartment assembly | PC3M PTB-GFP, PNC prevalence imaging, 16 h; active compounds read low | activity change (PNC), negative = inhibition, % at 10 µM | actives 3.1% (n = 140,000);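 active = readout at or below -70, meaning at least 70% loss of cells showing the perinucleolar compartment, a nuclear body marking cancer cells; inconclusive = readout between -30 and a set limit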;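 note: plate controls were DMSO wells for no effect and camptothecin positive control wells for full effect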
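PC3M cells stably expressing PTB-GFP, 750–1000 cells/well, treated 16 h at 37 °C with compound (23 nl of library stock), in duplicate. After paraformaldehyde fixation and Hoechst stain, imaged at 20x; PNC prevalence scored by image analysis.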
Active calls of the source: *; ? = inconclusive; . = not tested or not shown; [ ] = another dose, or the depositor's remark. Unless noted, calls come from the whole dose curve; as a rule, active = well fitted curve in the direction sought with a large enough effect; inconclusive = small, poorly fitted or top-dose-only effect, or another doubt; inactive = no such curve, though single readings can be large; an effect the other way counts as inactive or inconclusive. Unless noted, % is set by controls: 0 for no effect and ±100 for the full control effect. Not all compounds are listed; rates above refer to the full screens.

1) CN(C)c1ccc(C(CNC(=O)c2ccc(C#N)cc2)c2c[nH]c3ccccc23)cc1 (stereo not given)
2) Cn1cnc([N+](=O)[O-])c1Nc1ccc(O)cc1
3) c1ccc(-c2ccc(-c3nc(-c4ccncc4)no3)cc2)cc1
4) NCCCCCc1cnc[nH]1
5) CCc1c(C)sc(NC(=O)c2cccs2)c1C(=O)OC(C)C
6) CC1CCN(C(=O)C2CCN(S(=O)(=O)c3cccnc3)CC2)CC1
7) CSCCC(NS(=O)(=O)c1ccc(Cl)cc1)C(=O)OCC(=O)N(C(C)C)C(C)C (stereo not given)
8) CS(=O)(=O)Nc1ccc(C(=O)Nc2ccc3c(c2)OCCO3)cc1
9) Cc1cccnc1Nc1nc(-c2ccc(O)c(O)c2)cs1
10) C/C(=C\C(=O)c1ccc(Br)cc1)Nc1ccc(Cl)cc1
assay / entry,1,2,3,4,5,6,7,8,9,10
ALOX12 inhib,-2%,-13%,3%,5%[0.00818 µM],-7%,12%,-4%,-4%,?,-12%
15-hLO-2 inh,.,?,-1%,28%[0.0915 µM],8%,1%,-1%,3%,?,.
IMPase inh,.,9,6,.,5,-10,-7,?,8,.
PNC inhibitor,34,-23,?,.,19,-24,-21,57,-25,18

11) CCOC(=O)c1nn(C)c(C)c1Cl
12) Cc1ccccc1NC(=O)C(C)c1ccc(-c2ccccc2)c(F)c1 (stereo not given)
13) Cc1ccc(S(=O)(=O)N(CC(=O)NCCSc2ccccn2)c2ccc(C)c(C)c2)cc1
14) O=C(Nc1ccccc1F)c1ccc(-n2cncn2)nc1
15) COC(=O)c1cc(OC)c(OC)cc1NC(=O)CSc1ccccc1
16) CCOC(=O)c1c(C)n(C)c2ccc(O)c(CN(CC)CC)c12
17) Cc1cc2cc(CNC(=O)C3CC3)ccc2n1C
18) Cc1cccc(Nc2nc(N)c([N+](=O)[O-])c(N3CCOCC3)n2)c1
19) CC(O)Cn1c(=O)c2c(nc(Br)n2Cc2ccccc2)n(C)c1=O (stereo not given)
20) O=C1[C@@H]2[C@H](C(=O)N1Cc1cccnc1)[C@H]1C=C[C@@H]2C1
assay / entry,11,12,13,14,15,16,17,18,19,20
ALOX12 inhib,1%,-1%,-22%,-2%,3%,4%,-1%,3%,0%,2%
15-hLO-2 inh,.,-10%,.,3%,10%,5%,-13%,.,.,-9%
IMPase inh,.,8,.,0,11,1,?,.,0,0
PNC inhibitor,-29,5,15,-12,-26,?,-8,?,-119*,?

21) NC(=S)N=Nc1c(O)n(C2OC(=O)c3ccccc32)c2ccccc12 (stereo not given)
22) CCOC(=O)N1CCN(S(=O)(=O)c2ccc(OCC)cc2)CC1
23) Cn1c(=O)[nH]c(=O)c2c1nc(Br)n2CCSc1ncccn1
24) S=c1nc(-c2ccccc2)[nH]n1-c1ccccc1
25) O=C(COC(=O)C1c2ccccc2Oc2ccccc21)NC1CCS(=O)(=O)C1 (stereo not given)
26) COc1ccc(N(C(=O)Nc2ccc(Cl)cc2)C2=NCCC2)cc1
27) O=C1N/C(=C/c2ccco2)C(=O)N1Cc1ccccc1F
28) COc1ccc(N2CCN(S(=O)(=O)c3cccs3)CC2)cc1
29) Cc1ccc(NC(=O)c2c(O)c3ccccc3n(C)c2=O)nc1
30) CCNCc1cc2cc(C)ccc2[nH]c1=O
assay / entry,21,22,23,24,25,26,27,28,29,30
ALOX12 inhib,-6%,-4%,-7%,-16%,-3%,-14%,-8%,-5%,-2%,-20%
15-hLO-2 inh,-3%,-1%,0%,?,-1%,7%,.,0%,-1%,23%
IMPase inh,1,-3,-3,-6,5,5,.,-1,3,-10
PNC inhibitor,-22,15,16,57,?,?,3,?,-11,30

31) Cc1ccc(S(=O)(=O)Nn2c(C)nnc2-n2nc(C)cc2C)cc1
32) Fc1ccc(Cn2nnnc2CN2CCN(C3CCCC3)CC2)cc1
33) Cc1cc(C)nc(NC(=O)/C=C/c2ccccc2Cl)c1
34) CCCc1cc(C(=O)Nc2sc(C)c(CC)c2C#N)no1
35) CCOC(=O)C(NC(=O)c1ccccc1)=C1CCCCC1
36) CC(C)(C)c1cc(NC(=O)COC(=O)c2ccc3c(=O)n4c(nc3c2)CCC4)n(-c2ccccc2)n1
37) Cc1nn(CCOc2ccccc2)c(=O)n1-c1ccccc1
38) O=C(NC1CCCCCC1)c1cc(S(=O)(=O)N2CCOCC2)ccc1N1CCCCC1
39) O=C(CN(c1ccc(F)cc1)S(=O)(=O)c1ccccc1)NCCSC1CCCCC1
40) N#CC1(C#N)C(c2ccccc2)OC23CCCCCC2C1(C#N)C(=N)O3 (stereo not given)
assay / entry,31,32,33,34,35,36,37,38,39,40
ALOX12 inhib,-5%,1%,-7%,-3%,-3%,3%,0%,-4%,-11%,-1%
15-hLO-2 inh,4%,1%,.,-3%,-4%,1%,36%[activator],-1%,.,.
IMPase inh,-5,-10,-9,-6,-13,13,-1,7,-3,-9
PNC inhibitor,6,24,?,9,10,-20,0,32,48,?

41) CC1=C/C(=N\OC(=O)/C=C/c2ccccc2)C(C)=CC1=O
42) Cc1cc(NS(=O)(=O)c2ccc(OCCNS(C)(=O)=O)cc2)no1
43) CC(C)Cn1c(N)c(C(=O)NCc2cccs2)c2nc3ccccc3nc21
44) COC(=O)c1ccc(COc2cccc3c2CCN(Cc2ccccc2)C3=O)o1
45) CN(C)CCCNc1c(C(=O)O)cnc2c1cnn2C
46) CC1CCC(C(C)C)C(OP(=O)(c2ccc(N(C)C)cc2)C(O)c2cccnc2)C1 (stereo not given)
47) O=C(CN(C(=O)c1cc2c(s1)CCC2)C1CCCC1)NCc1cccs1
48) C/C(=N\NC(=O)c1cc(-c2cccnc2)nc2ccccc12)c1ccccc1O
49) Cc1ccc2c(NC(=O)C3CC3)c(C)ccc2n1
50) CCOCN(C(=O)Cn1c(COC)nc2ccccc21)c1c(C)cccc1CC
assay / entry,41,42,43,44,45,46,47,48,49,50
ALOX12 inhib,7%,-5%,?,-3%,9%,-1%,-9%,-1%,-2%,-1%
15-hLO-2 inh,-1%,-2%,6%[2.29 µM],.,.,.,-6%,.,-2%,3%
IMPase inh,0,0,-7,20,-5,.,9,9,0,-2
PNC inhibitor,17,-19,?,5,71,-114*,-27,37,-3,15

51) CCCC(=O)NCCc1ccc(S(N)(=O)=O)cc1
52) CCOC(=O)N1CCC(NC(=O)C2CCCN(S(=O)(=O)c3ccc4c(c3)oc(=O)n4C)C2)CC1 (stereo not given)
53) COc1ccc(C2c3c4c(n(C)c3CCN2C)CCN(C)C4c2ccc(OC)cc2)cc1 (stereo not given)
54) CC1=NN(C(=O)c2ccccc2-n2cccc2)C(O)(C(F)(F)F)C1 (stereo not given)
55) Cc1ccc(NC(=O)CCC(=O)NNS(=O)(=O)c2ccccc2)c(C)c1
56) CCCCNC(=O)CCCn1c(=O)[nH]c2ccc(Br)cc2c1=O
57) COc1cccc(NC(=O)C2CCCN(S(=O)(=O)c3cccc4cccnc34)C2)c1 (stereo not given)
58) COc1cccc(-n2c(C)nnc2SCC(=O)Nc2ccccc2N2CCOCC2)c1
59) O=C(O)CCNS(=O)(=O)c1ccc2c(c1)Cc1ccccc1-2
60) Cc1ccc(S(=O)(=O)Nc2ccc(-c3nnc(SCc4ccccc4Cl)o3)cc2)cc1
assay / entry,51,52,53,54,55,56,57,58,59,60
ALOX12 inhib,4%,-1%,10%,-3%,5%,1%,-2%,-4%,-2%,-23%
15-hLO-2 inh,3%,-1%,35%[activator],.,-10%,1%,.,-6%,-6%,.
IMPase inh,-4,1,-3,.,-4,-12,8,-15,4,.
PNC inhibitor,?,-90*,-23,-4,58,-25,-22,-3,?,-6

61) O=C(O)CCC(=O)CCC(=O)c1ccc(Cl)cc1
62) COc1ccc(S(=O)(=O)N(CCc2ccccc2)CC(=O)O)cc1C
63) CC(C)Cn1c(SCC(=O)N2CC(=O)Nc3ccccc32)nc2ccccc21
64) Cc1ccc(NC(=O)NCCc2ccc(S(N)(=O)=O)cc2)cc1
65) c1ccc2c(c1)ncn2CCN1CCCCC1
66) CC/C(=N/N=C(\CC)c1ccccc1)c1ccccc1
67) COC(=O)C1CCN(C(=O)COC(=O)c2n[nH]c3ccccc23)CC1
68) CCN(CC)CCN(Cc1cc2cc(C)ccc2[nH]c1=O)C(=O)Nc1ccccc1OC
69) CC(C)(C)c1cc(C(=O)O)n[nH]1
70) CCCc1cc(=O)[nH]c(SCc2cc(=O)oc3cc(C)c(C(C)C)cc23)n1
assay / entry,61,62,63,64,65,66,67,68,69,70
ALOX12 inhib,3%,-1%,-3%,-2%,0%,-1%,2%,3%,1%,0%
15-hLO-2 inh,-3%,-2%,.,3%,.,.,-4%,13%[2.29 µM],7%,.
IMPase inh,1,-6,.,7,12,.,-3,12,1,.
PNC inhibitor,-1,49,-5,27,?,-12,-14,-11,-25,-8

71) N#C/C(C(N)=O)=c1/ccc2c(c1)N1C3=C(CCCC3)CC3CCCCC31N=2 (stereo not given)
72) CNS(=O)(=O)c1cc(OCC(N)=O)c(C)cc1Cl
73) CCCCOc1ccc(C)cc1CN(CCO)CCO
74) C=CCn1c(SCC(=O)Nc2ccccc2CC)nnc1-c1ccncc1
assay / entry,71,72,73,74
ALOX12 inhib,?,-3%,5%,0%
15-hLO-2 inh,?,6%,14%,-3%
IMPase inh,?,16,2,-5
PNC inhibitor,-19,35,?,21

Ordered by length of the SMILES (falling): some entries from above.
60) Cc1ccc(S(=O)(=O)Nc2ccc(-c3nnc(SCc4ccccc4Cl)o3)cc2)cc1
71) N#C/C(C(N)=O)=c1/ccc2c(c1)N1C3=C(CCCC3)CC3CCCCC31N=2 (stereo not given)
68) CCN(CC)CCN(Cc1cc2cc(C)ccc2[nH]c1=O)C(=O)Nc1ccccc1OC
70) CCCc1cc(=O)[nH]c(SCc2cc(=O)oc3cc(C)c(C(C)C)cc23)n1
58) COc1cccc(-n2c(C)nnc2SCC(=O)Nc2ccccc2N2CCOCC2)c1
63) CC(C)Cn1c(SCC(=O)N2CC(=O)Nc3ccccc32)nc2ccccc21
67) COC(=O)C1CCN(C(=O)COC(=O)c2n[nH]c3ccccc23)CC1
62) COc1ccc(S(=O)(=O)N(CCc2ccccc2)CC(=O)O)cc1C
64) Cc1ccc(NC(=O)NCCc2ccc(S(N)(=O)=O)cc2)cc1
72) CNS(=O)(=O)c1cc(OCC(N)=O)c(C)cc1Cl
66) CC/C(=N/N=C(\CC)c1ccccc1)c1ccccc1
61) O=C(O)CCC(=O)CCC(=O)c1ccc(Cl)cc1
assay / entry,60,71,68,70,58,63,67,62,64,72,66,61
ALOX12 inhib,-23%,?,3%,0%,-4%,-3%,2%,-1%,-2%,-3%,-1%,3%
15-hLO-2 inh,.,?,13%[2.29 µM],.,-6%,.,-4%,-2%,3%,6%,.,-3%
IMPase inh,.,?,12,.,-15,.,-3,-6,7,16,.,1
PNC inhibitor,-6,-19,-11,-8,-3,-5,-14,49,27,35,-12,-1

69) CC(C)(C)c1cc(C(=O)O)n[nH]1
65) c1ccc2c(c1)ncn2CCN1CCCCC1
assay / entry,69,65
ALOX12 inhib,1%,0%
15-hLO-2 inh,7%,.
IMPase inh,1,12
PNC inhibitor,-25,?

Screens as filed in PubChem.
